# Screens as filed in PubChem.
# ROC1-CUL1 inh = blocks human RBX1-Cullin-1 di-ubiquitin formation. P62877+Q13616. in vitro K48 di-Ub FRET, acceptor:donor ratio, 45 min. inhibition, % at 10 µM. hit rate 0.6% among 140,000. AID 1347404; in the data active means inhibition above about 25%
# Target sequence (P62877 whole entry, looked up): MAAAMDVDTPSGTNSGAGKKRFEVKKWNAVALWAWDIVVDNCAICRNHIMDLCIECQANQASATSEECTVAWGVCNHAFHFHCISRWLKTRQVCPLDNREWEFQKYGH
# Target sequence (Q13616 whole entry, looked up): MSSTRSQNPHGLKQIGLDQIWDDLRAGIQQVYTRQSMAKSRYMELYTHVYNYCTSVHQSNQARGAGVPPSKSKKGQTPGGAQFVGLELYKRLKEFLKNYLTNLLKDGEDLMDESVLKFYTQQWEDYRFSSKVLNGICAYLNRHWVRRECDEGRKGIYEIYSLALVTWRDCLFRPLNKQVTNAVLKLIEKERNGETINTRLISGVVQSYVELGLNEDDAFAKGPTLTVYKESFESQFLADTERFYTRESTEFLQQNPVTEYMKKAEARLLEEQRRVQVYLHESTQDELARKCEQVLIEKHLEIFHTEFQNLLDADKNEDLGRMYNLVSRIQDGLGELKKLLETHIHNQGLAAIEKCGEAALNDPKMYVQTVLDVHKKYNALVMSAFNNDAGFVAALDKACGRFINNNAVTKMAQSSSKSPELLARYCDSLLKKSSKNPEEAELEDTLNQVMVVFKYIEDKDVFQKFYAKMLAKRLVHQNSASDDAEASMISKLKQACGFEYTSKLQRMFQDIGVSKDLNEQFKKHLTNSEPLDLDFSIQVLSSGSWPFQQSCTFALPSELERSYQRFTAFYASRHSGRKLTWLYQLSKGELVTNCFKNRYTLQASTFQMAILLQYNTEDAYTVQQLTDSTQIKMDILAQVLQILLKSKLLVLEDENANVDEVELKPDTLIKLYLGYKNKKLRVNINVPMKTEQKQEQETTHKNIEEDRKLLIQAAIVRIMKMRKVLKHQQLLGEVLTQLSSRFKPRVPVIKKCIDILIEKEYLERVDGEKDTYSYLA
# * hit, by the source's call. Not all compounds are listed; the hit share may differ from the screen's.
SMILES,ROC1-CUL1 inh
CCOC(=O)c1c(-c2ccc(C)cc2)csc1NC(=O)c1cc([N+](=O)[O-])ccc1Cl,1
O=C(NC(=S)N1CCCCC1)c1cccs1,-5
Cc1cc(C)c(NC(=O)CCN2C(=O)c3ccccc3Sc3ncccc32)c(C)c1,-17
Cc1ccc2ccc(C(Nc3ccccn3)c3cccc(Cl)c3Cl)c(O)c2n1 (stereo unspecified),-14
Cc1ccc2onc(CC(=O)Nc3ccc(C(C)C)cc3)c2c1,-2
Nc1ncnc(Cl)c1Br,-11
Cc1cccc(N(Cc2ccc(C(=O)N(C)C)cc2)S(C)(=O)=O)c1,11
CCOc1cc(/C=N/NC(=O)c2cc3c(ccc4ccccc43)o2)ccc1OCC(=O)OC,-4
CCSc1nnc2c(n1)OC(C)Nc1ccc(Br)cc1-2 (stereo unspecified),-14
Cc1ccccc1CSc1ccc(-c2cccs2)nn1,4
COc1ccc(-c2nc(SCC(=O)N3CCCCC3C)n[nH]2)cc1 (stereo unspecified),-3
COc1ccc(N2CC(NC(=O)C(=O)c3c[nH]c4ccccc34)CC2=O)cc1 (stereo unspecified),5
Cc1ccccc1-c1noc(-c2ccccc2OCC(=O)Nc2cccc([N+](=O)[O-])c2)n1,6
CCOc1ccc(C(=O)N/N=C/c2ccc([N+](=O)[O-])o2)cc1,5
O=S(=O)(CCSc1ccccc1)c1ccccc1,-4
CCC(=O)OC1C(OC(=O)CC)C(OC(=O)CC)C(OC(=O)CC)C(OC(=O)CC)C1OC(=O)CC (stereo unspecified),5
CCOC(=O)Cn1c(=O)n(C2CCCCC2)c2nc(-c3cccc(OC)c3)nc(C(N)=O)c21,4
Cc1cc(Cl)ccc1C(=O)C1CCCN(C(=O)c2ccc(=O)n(C)n2)C1 (stereo unspecified),12
O=C(CCC1CCN(C(=O)[C@@H]2C[C@H]2c2ccccc2)CC1)N1CCCC1,0
Cc1ccccc1Cc1nnc(NC(=O)N(C)CC2(CO)CCCC2)s1,6
CCc1ccc(CNC(=O)C2CCN(c3nnc(C)c4c(C)n(-c5ccc(C)cc5)nc34)CC2)cc1,-2
COc1nc(-c2ccccc2)ncc1-c1ncc(-c2ccccc2)cn1,0
O=S(=O)(NCCc1nnc2ccc(SCc3ccc(Cl)cc3Cl)nn12)c1ccccc1,9
Cc1ccc(-c2ccc3c4ccccc4cc-3o2)cc1,-2
COc1ccc(-n2c(C)nc3c(cnn3-c3ccc(C)c(C)c3)c2=O)cc1Cl,-3
COc1ccc(CN2CCC3(CCCN(C)C3=O)C2)cc1Cn1cccn1 (stereo unspecified),2
COc1cccc(C2C(C#N)=C(C(C)(C)C)OC(=N)C2C#N)c1OC (stereo unspecified),6
COc1ccc(C2CC(=O)C3C=C(c4nc(-c5ccc(Cl)cc5)c(C)s4)C(=O)N=C3C2)cc1 (stereo unspecified),-21
O=C(NCCCN1CCCC1=O)c1cn(Cc2ccccc2F)nn1,2
NC(=Nc1ccc2ccc3cccnc3c2n1)c1ccccn1,-1
O=C(Nc1ccc(C(=O)OCc2cc(=O)n3nc(C4CC4)sc3n2)cc1)c1cccc(F)c1,-4
COC(=O)c1ccc([C@@H]2[C@H]3CN(Cc4ccccc4)CC=C3C(C#N)C(=N)C2(C#N)C#N)cc1 (stereo partly specified),-3
CSCCC1c2c(n[nH]c2-c2ccccc2Cl)OC(=N)C1C#N (stereo unspecified),3
CCOc1ccccc1NC(=O)CSc1nc2c(c(=O)[nH]1)CCC2,-1
COc1ccc(S(=O)(=O)NCCc2sc(-c3cccc(C)c3)nc2C)cc1,5
O=C1CC(c2ccc(I)cc2)c2ccc3ccccc3c2N1 (stereo unspecified),6
c1ccc(-c2nc(CN3CCN(c4ncccn4)CC3)cs2)cc1,-9
CCn1ccnc1CN1CCCC(CCc2cccc(OC)c2)C1 (stereo unspecified),4
CCOC(=O)C1C(C)=NC(SCC(=O)NC23CC4CC(CC(C4)C2)C3)=C(C#N)C1c1ccc(C(=O)OC)cc1 (stereo unspecified),-2
COCC1CCCCN1C(=O)c1csc2nc(-c3ccc(Cl)cc3)cn12 (stereo unspecified),1
O=c1/c(=C\c2ccc(O)c([N+](=O)[O-])c2)sc2n1C(c1ccccc1Cl)C1=C(N=2)c2ccccc2CC1 (stereo unspecified),7
COc1ccc(Cl)cc1NC(=O)Cn1c(=O)oc2cc(S(=O)(=O)N3CCCCCC3)ccc21,6
COc1ccc(N2Cc3cccc(C(=O)Nc4ccc(F)cc4)c3C2=O)cc1,-1
CN(C)c1ncccc1CNC(=O)c1c(F)cccc1Cl,2
COc1cc(C2c3c(n[nH]c3C)OC(=N)C2C#N)cc(Cl)c1OCc1cccc(F)c1 (stereo unspecified),-11
O=C(N/N=C/c1cc2c(cc1[N+](=O)[O-])OCO2)c1ccccc1[N+](=O)[O-],-1
Cn1cc(-c2cc3n(n2)CCC(=O)N3CCCC(=O)Nc2ccc(Cl)cc2)c2ccccc21,-8
O=C(NCc1cccs1)c1ccc(Cn2c(SCc3cccc(F)c3)nc3cccnc32)cc1,6
COc1ccc(/C=C/C(=O)CC(O)(c2ccccc2)C(F)(F)F)cc1 (stereo unspecified),7
O=C(c1ccc(N2CCC(NC(c3ccncc3)c3ccc(Cl)cc3)CC2)cc1)N1CCOCC1 (stereo unspecified),-8

# Next part
SMILES,ROC1-CUL1 inh
CC(=O)c1cc(C)cc(-c2ccno2)c1O,-4
Cc1ccccc1CCN1CCCC(CN(C)C(=O)c2ccc(=O)n(C)n2)C1 (stereo unspecified),6
O=C(Nc1ccc(Br)cc1)Nc1nc2c(s1)CCCCCC2,1
Cc1ccc(Sc2c(C)n[nH]c2C)cc1,0
Cc1ccccc1NC(=O)c1ccc(Cl)c(S(=O)(=O)N2CCCCCC2)c1,-7
Fc1ccc(CN2c3ccccc3Oc3nc4ccccc4nc32)cc1,-10
COc1cc(-c2noc(-c3ccc(N(C)C)c([N+](=O)[O-])c3)n2)cc(OC)c1OC,-2
O=C1CCC(CCC(=O)N2CCN(c3ncccn3)CC2)(Cc2ccc(-c3ccccc3)cc2)N1 (stereo unspecified),3
Cc1ncc2c(c1CNC(=O)CN1CCCCC1)CCN(C(=O)c1ccc(Oc3ccccc3)o1)C2,8
Nc1nc(-c2ccc(Br)cc2)cc2c1c(=O)oc1ccccc12,2
Cc1ccccc1Cc1c(C)[nH]c2[nH]n(-c3ccccc3)c(=O)c2c1=O,-12
CC(Cc1ccsc1)NC(=O)C1CC(=O)c2sc(NC(=O)c3c(F)cccc3Cl)nc2C1 (stereo unspecified),-9
COc1ccc(/C=C2/C(=N)N3N=C(c4ccccc4Cl)SC3=NC2=O)cc1,13
Cc1ccc(NC(=O)c2cnc3cc(C)ccn3c2=O)c(C)c1,0
CCCCCC1C(=O)N=C(SCC(=O)NCC2CCCO2)NC1=O (stereo unspecified),5
Cc1cc(CN(C)C(=O)c2cn(Cc3ccccc3Cl)nn2)on1,-6
Cc1ccccc1C(=O)NNC(=O)c1ccccc1I,1
Cc1cc(C)cc(NC(=O)CC2SCCNC2=O)c1 (stereo unspecified),-1
O=C1NNc2ccncc2C(=O)NNc2ccncc21,-2
O=c1sc2ccccc2n1-c1nc2ccccc2o1,0
O=C(Nc1cccc(Cl)c1)N1CC2CCCN2c2ccccc21 (stereo unspecified),-5
O=C(Nc1ccc(Cl)cc1Cl)c1cc(-c2cccs2)nc2ccccc12,6
O=[N+]([O-])C1CC(c2ccccc2)C1c1ccccc1 (stereo unspecified),12
CC1(C)O[C@@H]2[C@H](O1)[C@@H](COC(=O)c1ccccc1)O[C@H]2C#N,4
COc1ccc(/C=N/Nc2nc(N3CCOCC3)nc(N3CCOCC3)n2)cc1OCc1ccc(Cl)cc1Cl,2
COCCCNC(=O)CS(=O)Cc1nc(-c2cccc(C)c2)oc1C (stereo unspecified),-12
COC(=O)c1c(F)cccc1Oc1nc(OC)cc(OC)n1,-2
Cc1ccc(C)c(CN2C(=O)c3ccccc3S(=O)(=O)c3ccc(C(=O)N4CCOCC4)cc32)c1,6
O=C(CC1(O)C(=O)Nc2ccc(Br)cc21)c1ccc2c(c1)CCCC2 (stereo unspecified),8
Nc1c(C=C2C=Nc3ccccc32)c(=O)nc2sc(C3CCCCC3)nn12,3
Cc1ccc(N=C(CC(=O)c2ccccc2)c2ccccc2)cc1,3
N#CC1C(=N)Oc2n[nH]c(-c3cccc4ccccc34)c2C1c1ccccc1 (stereo unspecified),16
CCOc1cc(C2C3=C(CC(C)(C)CC3=O)N(CCC(=O)O)C3=C2C(=O)CC(C)(C)C3)ccc1OCc1cccc2ccccc12,-2
COc1cc(C2c3ccc4ccccc4c3N=C3CC(C)(C)CC(=O)C32)cc(Br)c1O (stereo unspecified),4
CC#CCN1C(=O)NC(CCc2ccccc2)(C2CCN(C(=O)C3CCCCC3)CC2)C1=O (stereo unspecified),3
O=C(COC(=O)c1ccc2c(c1)OCCO2)c1cccc(Br)c1,-3
CCS(=O)(=O)c1ncc(CN2CCCCCC2)n1CCc1ccccc1,2
CCOc1ccc(-c2c(C)nn3c(C)c(C(=O)Nc4cc(C)cc(C)c4)cnc23)cc1OCC,-11
O=S(=O)(O)c1cccnc1Nc1cccc(C(F)(F)F)c1,-7
Cc1ccc(C(=O)N=C(Cc2ccc(Br)cc2)C(=O)N2CCCCCC2)cc1,5
O=C(NCc1ccco1)C1CCN(C(=O)N2CCOc3ccccc32)CC1,0
CC1(C)CC(=O)C2C(=Nc3ccccc3N(C(=S)Nc3ccccc3)C2c2ccc(F)cc2)C1 (stereo unspecified),-8
COc1ccc(CCNC(=O)C(=O)Nc2ccc(C)cc2)cc1OC,-1
CCc1cccc2c(/C=C3/C(=O)NC(=S)N(CC)C3=O)cn(CCOc3ccccc3Cl)c12,-2
Cc1noc(C)c1CCCNC(=O)c1ccc(NC2CCOC2)nc1 (stereo unspecified),-1
Cc1cc(C)nc(NS(=O)(=O)c2ccc(NC(=O)c3sc4nc5c(cc4c3N)CCCCC5)cc2)n1,12
COc1cccc(C(=O)NCC(=O)OCc2cc(=O)n3c(C)csc3n2)c1,-14
Cc1ccc(CN2C(=O)N=C(Cc3ccc(-c4ccc(Cl)cc4)o3)C2=O)cc1,-2
COc1cccc(CN2CCc3nc(Nc4ccc5c(c4)OCCO5)ncc3C2)c1OC,5
CC(C)CCN1CCC(N2CCCC(C(=O)NC3CC3)C2)CC1 (stereo unspecified),-3

# Not a retest: entries from further up.
SMILES,ROC1-CUL1 inh
O=C(NCc1ccco1)C1CCN(C(=O)N2CCOc3ccccc32)CC1,0
CC1(C)CC(=O)C2C(=Nc3ccccc3N(C(=S)Nc3ccccc3)C2c2ccc(F)cc2)C1 (stereo unspecified),-8
COc1ccc(CCNC(=O)C(=O)Nc2ccc(C)cc2)cc1OC,-1

# Following part.
SMILES,ROC1-CUL1 inh
Cc1cc(C)c2c(CC(=O)N(Cc3ccccc3)C3CCS(=O)(=O)C3)coc2c1 (stereo unspecified),-6
Cc1ccc(C=NCCN=Cc2ccc(C)cc2)cc1,3
O=C(C1CC1)N1CCN(S(=O)(=O)c2cccs2)CC1,0
CCc1cccc2c(SCC(=O)Nc3ccccc3C(F)(F)F)nc(-c3ccccc3)nc12,6
O=C(Cc1cc(C(=O)O)c2ccccc2n1)Nc1ccccc1,-2
Cc1cc(C)cc(N(CC(=O)Nc2c(C)cc(C)cc2C)S(=O)(=O)c2c(C)nn(C)c2C)c1,-1
CCSc1nc2sc3c(c2c(=O)n1CCc1ccccc1)CCC3,1
CCc1nc(C)ccc1OCc1nc2ccncc2[nH]1,-14
CCCn1nnnc1NC(=O)COc1ccc(Cl)c(C)c1,2
O=C(NCc1ccc(Cl)cc1)C1CCN(S(=O)(=O)c2cccc3nonc23)CC1,0
O=C(NC1CCCCC1)c1ccccc1NC(=O)C(F)(F)F,6
COc1cccc(NC(=O)C2CCC(CNS(=O)(=O)c3ccc4c(c3)CCCC(=O)N4)CC2)c1 (stereo unspecified),3
CCn1c2c(c3cc(Oc4ccccc4)ccc31)CCCC2=O,5
CCOC(=O)COc1c(Cl)cc(CC2=NC(=O)N(Cc3ccc(F)cc3)C2=O)cc1OC,3
COC(=O)CN(C)C(=O)CC1C(=O)NCCN1Cc1cccc(OC)c1OC (stereo unspecified),2
Cc1ccnn1CC(=O)N(Cc1ccncc1)Cc1cccc(OCCc2ccc(F)cc2)c1,-5
CC(=O)c1ccc(NC(=O)C2CCCN(S(=O)(=O)c3ccc4c(c3)CCCN4C(C)=O)C2)cc1 (stereo unspecified),-5
CCc1ccc(NC(=O)COc2ccc(-c3ccccc3)cc2)cc1,6
CCCN1CCN(c2ncnc3sc(C(=O)Nc4c(C)cc(C)cc4C)c(C)c23)CC1,-1
O=[N+]([O-])c1ccc(N2CCN(S(=O)(=O)c3ccc4ccccc4c3)CC2)cc1NCc1ccccc1,2
CN1C(=O)C2C(=O)c3[nH]cnc3N=C2N(C)C1=O (stereo unspecified),-4

# By substructure: those above containing fluorine (16)
SMILES,ROC1-CUL1 inh
O=C(NCCCN1CCCC1=O)c1cn(Cc2ccccc2F)nn1,2
O=C(Nc1ccc(C(=O)OCc2cc(=O)n3nc(C4CC4)sc3n2)cc1)c1cccc(F)c1,-4
COc1ccc(N2Cc3cccc(C(=O)Nc4ccc(F)cc4)c3C2=O)cc1,-1
CN(C)c1ncccc1CNC(=O)c1c(F)cccc1Cl,2
COc1cc(C2c3c(n[nH]c3C)OC(=N)C2C#N)cc(Cl)c1OCc1cccc(F)c1 (stereo unspecified),-11
O=C(NCc1cccs1)c1ccc(Cn2c(SCc3cccc(F)c3)nc3cccnc32)cc1,6
COc1ccc(/C=C/C(=O)CC(O)(c2ccccc2)C(F)(F)F)cc1 (stereo unspecified),7
Fc1ccc(CN2c3ccccc3Oc3nc4ccccc4nc32)cc1,-10
CC(Cc1ccsc1)NC(=O)C1CC(=O)c2sc(NC(=O)c3c(F)cccc3Cl)nc2C1 (stereo unspecified),-9
COC(=O)c1c(F)cccc1Oc1nc(OC)cc(OC)n1,-2
O=S(=O)(O)c1cccnc1Nc1cccc(C(F)(F)F)c1,-7
CC1(C)CC(=O)C2C(=Nc3ccccc3N(C(=S)Nc3ccccc3)C2c2ccc(F)cc2)C1 (stereo unspecified),-8
CCc1cccc2c(SCC(=O)Nc3ccccc3C(F)(F)F)nc(-c3ccccc3)nc12,6
O=C(NC1CCCCC1)c1ccccc1NC(=O)C(F)(F)F,6
CCOC(=O)COc1c(Cl)cc(CC2=NC(=O)N(Cc3ccc(F)cc3)C2=O)cc1OC,3
Cc1ccnn1CC(=O)N(Cc1ccncc1)Cc1cccc(OCCc2ccc(F)cc2)c1,-5
